TR SRC2 fluor cs: Total Fluorescence Counterscreen for Inhibitors of the Interaction of Thyroid Hormone Receptor and Steroid Receptor Coregulator 2 | TRb/SRC2 Texas Red total fluorescence interference | Potency, µM (highest dose often 106 µM), inactives show at the top dose fluorescence change, negative = quenching | 280,000 compounds, 0.29% hits | AID 1479, 2009; active = well fitted curve in either direction with a large enough effect; inconclusive = small, poorly fitted or top-dose-only effect; note: % is set by controls: 0 for no effect and ±100 for the full control effect
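Human TRβ ligand-binding domain (0.6 uM) and Texas Red SRC2 peptide (20 nM) in Tris buffer with 1 uM T3 and 5% DMSO were incubated with pinned compound for 5 hr at ambient temperature. Total fluorescence was computed as S + 2P (555/632 nm).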
LMNA splice mod: qHTS Assay for Modulators of Lamin A Splicing; HeLa LMNA splicing GFP/RFP minigene ratio, 48 h; Potency, µM (highest dose often 46.1 µM), for inactives: top-dose ratio change, negative = inhibition, most hits filed as inhibitors; 200,000 compounds, 0.01% hits; AID 1487, 2009; active = well fitted inhibition curve with a large enough effect in the signal ratio, with a control signal flat, not every such curve was filed as active; inconclusive = small, poorly fitted or top-dose-only effect, or effect the other way, or a change in a side signal; the % refers to the signal ratio; note: % is set by controls: 0 for no effect and ±100 for the full control effect
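S3 HeLa stable clones carrying a lamin A-EGFP splicing minigene plus DsRed2 were seeded at 600 cells/well in Opti-MEM with 2% FBS, pin-dosed and incubated 48 h at 37°C. Acumen cytometry (488 nm) gave the GFP/RFP total-intensity ratio.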
RECQ1 inh: qHTS Assay for Inhibitors of RecQ-Like Dna Helicase 1 (RECQ1) | 240,000 compounds, 0.54% hits | Potency, µM (doses to about 57.3 µM), for the others: at the top dose activity, negative = inhibition, actives largely listed as inhibitors | ATP-dependent DNA helicase Q1 (Homo sapiens), P46063 | RECQ1 DNA unwinding, red fluorescence kinetic read;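 note: plate controls were vehicle for no effect and no enzyme for full effect; nearly all actives have a fitted effect of over 30% in size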
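50 nM RECQ1T1 preincubated 15 min with compound in Tris pH 8.0 buffer with MgCl2, DTT, Tween-20 and 2.5 ug/ml poly(dI-dC); started with 200 nM TAMRA/BHQ-2 forked duplex and 2 mM ATP. Unwinding read as fluorescence (525/598 nm), two reads 2 h apart.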
ALDH1A1 inh: qHTS Assay for Inhibitors of Aldehyde Dehydrogenase 1 (ALDH1A1). Purified ALDH1A1, NADH fluorescence, propionaldehyde substrate. Potency, µM (doses to about 75.3 µM), without a hit: at the highest dose activity, negative = inhibition, usual class: inhibitors. Aldehyde dehydrogenase 1A1 (Homo sapiens), P00352. 220,000 compounds, 7.3% hits; active = well fitted inhibition curve with a large enough effect, not every such curve was filed as active; inconclusive = small, poorly fitted or top-dose-only effect, or another doubt; inactive = no such curve, though single readings can be large or run the other way;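 note: plate controls were no enzyme wells and a reference inhibitor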
SMN2 splice enh: qHTS Assay for Enhancers of SMN2 Splice Variant Expression. HEK293 SMN2-luciferase splicing reporter, luminescence, 30-36 h. 210,000 compounds, 2.8% hits. Potency, µM (doses to about 46.1 µM), inactives show top-dose activity change, positive = activation, most hits filed as activators; note: % of control where 0% means no effect; nearly all actives have a fitted effect of over 55% in size
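HEK293 cells carry an SMN2 […]–luciferase reporter in which exon 7 inclusion puts luciferase in frame. Cells were plated 10-12 h before compound addition, then incubated 30-36 h at 37C. ONE-Glo luminescence was read; sodium butyrate at 4.5 mM final served as control.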
TRb-SRC2 inh: qHTS for Inhibitors of the Interaction of Thyroid Hormone Receptor and Steroid Receptor Coregulator 2; 280,000 compounds, 0.065% hits; AID 1469, 2008; TRbeta-SRC2 peptide binding, fluorescence polarization; receptor liganded with 1 µM T3; Thyroid hormone receptor beta (Homo sapiens), P10828; Potency, µM (series often up to 106 µM), for the others: at the highest dose activity change, negative = inhibition, most hits filed as inhibitors;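 note: plate controls were bound peptide for no effect and peptide without receptor for full effect; nearly all actives have a fitted effect of over 50% in size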
Target sequence (P10828 whole entry, looked up): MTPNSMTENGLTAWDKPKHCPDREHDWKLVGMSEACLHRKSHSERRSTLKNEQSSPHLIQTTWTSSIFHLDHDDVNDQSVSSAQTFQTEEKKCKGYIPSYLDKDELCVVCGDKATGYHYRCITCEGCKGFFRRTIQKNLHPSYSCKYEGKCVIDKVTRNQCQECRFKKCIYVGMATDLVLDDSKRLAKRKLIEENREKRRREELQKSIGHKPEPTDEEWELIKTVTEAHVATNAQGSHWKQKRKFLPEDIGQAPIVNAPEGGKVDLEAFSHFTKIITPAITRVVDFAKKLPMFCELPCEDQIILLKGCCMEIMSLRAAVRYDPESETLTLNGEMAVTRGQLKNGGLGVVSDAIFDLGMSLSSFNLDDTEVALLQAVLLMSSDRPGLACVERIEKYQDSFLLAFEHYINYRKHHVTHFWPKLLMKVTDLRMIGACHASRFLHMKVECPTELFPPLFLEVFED
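Compounds were added to 0.6 uM TRb ligand-binding domain and 20 nM Texas Red-labeled SRC2 peptide in Tris buffer containing 1 uM T3, incubated 5 hr at ambient temperature, then read by fluorescence polarization.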
KDM4E inh: qHTS Assay for Inhibitors of Human Jumonji Domain Containing 2E (JMJD2E). Potency, µM (top dose mostly 57.1 µM), inactives show at the highest dose activity change, negative = inhibition, hits mostly inhibitors. AID 2147, 2009. JMJD2E catalytic domain, FDH-coupled NADH fluorescence (FDH is formaldehyde dehydrogenase). 230,000 compounds, 1.6% hits; active = well fitted inhibition curve with a large enough effect, not every such curve was filed as active; inconclusive = small, poorly fitted or top-dose-only effect, or another doubt; inactive = no such curve, though single readings can be large or run the other way;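 note: 0% = wells with enzyme and -100% = buffer wells without enzyme; nearly all actives have a fitted effect of over 50% in size; many of its hits are not listed in these tables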
GoLoco inh red: qHTS Assay for Inhibitors of RGS12 GoLoco Motif Activity (Red Fluorophore) | 230,000 compounds, 0.44% hits | Guanine nucleotide-binding protein G(i) subunit alpha-1 (Homo sapiens), P63096 | AID 880, 2007 | Gai1:RGS12 GoLoco peptide FP, rhodamine, 10 min | Potency, µM (highest dose often 61.6 µM), for inactives: at the highest dose activity, negative = inhibition, actives largely listed as inhibitors; active = well fitted inhibition curve with a large enough effect, not every such curve was filed as active; inactive = no such curve, though single readings can be large or run the other way; note: % is set by controls: 0 for no effect and ±100 for the full control effect; nearly all actives have a fitted effect of over 30% in size; many of its hits are not listed in these tables
Target sequence (P63096 whole entry, looked up): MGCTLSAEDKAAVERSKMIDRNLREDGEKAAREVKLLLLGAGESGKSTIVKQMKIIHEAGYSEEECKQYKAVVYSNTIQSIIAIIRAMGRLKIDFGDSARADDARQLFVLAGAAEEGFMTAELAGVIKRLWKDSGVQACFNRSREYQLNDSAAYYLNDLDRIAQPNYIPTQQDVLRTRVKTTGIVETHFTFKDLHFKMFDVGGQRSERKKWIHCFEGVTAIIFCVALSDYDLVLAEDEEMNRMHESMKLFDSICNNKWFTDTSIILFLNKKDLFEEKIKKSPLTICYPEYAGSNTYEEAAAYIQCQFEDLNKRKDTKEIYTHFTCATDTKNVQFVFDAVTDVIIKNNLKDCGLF
* marks the source's active call; other numbers are inactive results; i = inactive; ? = inconclusive; / = not tested or not shown; & = joins results of further samples; [ ] = remark or other dose. Unless noted, calls come from the whole dose curve; as a rule, active = well fitted curve in the direction sought with a large enough effect; inconclusive = small, poorly fitted or top-dose-only effect, or another doubt; inactive = no such curve, though single readings can be large; an effect the other way counts as inactive or inconclusive. Potency is the fitted concentration of half-maximal effect. The list is partial, so the mix of outcomes need not match the whole.

nr	molecule	RECQ1 inh	ALDH1A1 inh	KDM4E inh	TRb-SRC2 inh	GoLoco inh red	TR SRC2 fluor cs	LMNA splice mod	SMN2 splice enh
1	O=C(CSc1ccc2nnc(CCNC(=O)c3ccccc3)n2n1)Nc1ccccc1	9%	-4%	-12%	12%	-4%	-1%	-3%[9.22 µM]	-17%
2	CCN(CC)CC(=O)c1c[nH]c2ccccc12	i	0%	-8%	-2%	0%	0%	-5%	-7%
3	COCCn1c(SCC(=O)Nc2ccc(C)cc2C)nc2c(oc3ccccc32)c1=O	i	1%	1%	-11%	1%	-3%	4%	10%
4	Cn1cc(CCNC(=O)CC2C(=O)NCCN2Cc2cccc(Oc3ccccc3)c2)cn1 (stereo not drawn)	-10%	-15%	-16%	-7%[53 µM]	-7%	-1%[53 µM]	?	/
5	COc1ccc(S(=O)(=O)N2CCCC2c2cccs2)cc1 (stereo not drawn)	-1%	-11%	-5%	-2%	1%	-2%	?	/
6	COC(=O)c1c(NC(NC(C)=O)C(Cl)(Cl)Cl)sc2c1CCCC2 (stereo not drawn)	7%	-4%	5%	4%	-7%	10%	?	/
7	CN(CCc1ccc(Cl)c(Cl)c1)CCN1CCCC1	-1%&-1%	10%&2%	3%	-3%&0%	1%&6%	0%&-1%	/	0%
8	CCCn1nnnc1NCc1ccc(Cl)cc1Cl	-8%	7%	14%	-8%	8%	-1%	/	/
9	COc1ccc(C(=O)OCC(=O)NC(=O)NC2CCCC2)c(O)c1	-16%	?	-2%	1%	-2%	5%	/	15%
10	O=C(CN1C(=O)S/C(=C/c2cc(Br)cs2)C1=O)N1CCOCC1	-4%	22µM*	-1%	11%	-10%	0%	-9%	63%
11	CCCc1nc(SC2CCCC2)c2c(=O)n(C)c(=O)n(C)c2n1	i	?	-2%	-3%	0%	0%	-2%	-39%[inhibitor]
12	O=C(CSc1nnc2c(n1)[nH]c1ccc(F)cc12)OCc1ccccc1	-1%	3%	-1%	-5%	5%	0%	-4%	?
13	CCCCc1nnc(SCc2ccc(OCC)cc2)n1N	i	7%	6%	3%	-7%	-2%	?	-1%
14	O=C(NCC(=O)N(Cc1cccs1)C(C(=O)NC1CCCCC1)c1ccco1)c1cccs1 (stereo not drawn)	-6%	-15%	-3%	-3%	5%	0%	-9%	-17%
15	O=C(Cn1cc2c(n1)CCCC2)N1CCc2ccccc21	-1%	6%	-5%	-5%	3%	-1%	2%	-3%
16	COc1ccc(-c2nn(-c3ccccc3)cc2C(=O)n2nnc3ccccc32)cc1	-5%	?	?	12%	9%	1%	1%	-3%
17	O=C1OCc2ccc(NC(=O)c3sccc3Cl)cc21	-8%	/	-6%	-7%	10%	-3%	/	/
18	CCC(=O)Nc1ccc(OCc2nc3ccccc3s2)cc1	-11%	?	-28%	2%	2%	0%	/	5µM*
19	COc1ccc(C(=O)NCc2nc3ccccc3[nH]2)cc1OC	-15%	8%	2%	-21%	-1%	1%	-14%	-18%
20	Cn1c(=O)c2c(nc(Sc3nc4ccccc4n3CC(=O)N3CCCCC3)n2C)n(C)c1=O	13%	-11%	0%	-22%	4%	1%	-4%	-15%
21	O=C(O)CN(c1ccccc1)S(=O)(=O)c1cc(C(F)(F)F)cc(C(F)(F)F)c1	-2%	9%	2%	1%	3%	-1%	-17%[46 µM]	4%
22	Cc1ccc(-c2csc(C3=C(O)CN(NC(=O)c4ccc([N+](=O)[O-])cc4)C3=N)n2)cc1	i	?	-4%	1%	21%	-1%	/	7%
23	O=C1c2oc3ccccc3c(=O)c2C(c2cccc(O)c2)N1CCCN1CCOCC1 (stereo not drawn)	-3%	?	0%	-3%	0%	-4%	-6%	9%
24	CC(C)CCNC(=O)c1ccc2c(SCC(=O)O)c3c(nc2c1)CCC3	i	/	-4%	-28%	1%	4%	/	/
25	CCCCc1ccc(NC(=O)OC)cc1	-1%	4%	-5%	1%	6%	2%	2%	-13%

Full records, quoted from the list.
`O=C(CSc1ccc2nnc(CCNC(=O)c3ccccc3)n2n1)Nc1ccccc1` across the screens: RECQ1 inh = 9%; ALDH1A1 inh = -4%; KDM4E inh = -12%; TRb-SRC2 inh = 12%; GoLoco inh red = -4%; TR SRC2 fluor cs = -1%; LMNA splice mod = -3%[9.22 µM]; SMN2 splice enh = -17%
`O=C(CSc1nnc2c(n1)[nH]c1ccc(F)cc12)OCc1ccccc1` across the screens: RECQ1 inh = -1%; ALDH1A1 inh = 3%; KDM4E inh = -1%; TRb-SRC2 inh = -5%; GoLoco inh red = 5%; TR SRC2 fluor cs = 0%; LMNA splice mod = -4%; SMN2 splice enh = ?

The main list resumes, starting two compounds before the break.
nr	molecule	RECQ1 inh	ALDH1A1 inh	KDM4E inh	TRb-SRC2 inh	GoLoco inh red	TR SRC2 fluor cs	LMNA splice mod	SMN2 splice enh
24	CC(C)CCNC(=O)c1ccc2c(SCC(=O)O)c3c(nc2c1)CCC3	i	/	-4%	-28%	1%	4%	/	/
25	CCCCc1ccc(NC(=O)OC)cc1	-1%	4%	-5%	1%	6%	2%	2%	-13%
26	CC1CN(CC(=O)Nc2cc(S(=O)(=O)N3CCCC3)ccc2Cl)CC(C)O1 (stereo not drawn)	i	-2%	1%	0%	8%	-6%	?	-12%
27	CCOc1ccc(CCn2c(-c3ccco3)nc3ccccc3c2=O)cc1OCC	-14%	-7%	?	-8%	15%	-3%	?	?
28	CCOC(=O)/C(=N\Nc1ccc(Br)cc1)N1CC(C)OC(C)C1 (stereo not drawn)	i	/	-28%	6%	-12%	1%	/	/
29	COc1cccc(C(=O)Nc2ccc(S(=O)(=O)Nc3nccc(C)n3)cc2)c1	8%	-11%	-3%	-2%	4%	-1%	14%	7%
30	COc1cc(C(=O)Nc2nc(C)cc(C)n2)cc(OC)c1OC	i	/	-5%	-7%	1%	1%	/	/
31	CCN(CC)S(=O)(=O)c1ccc(NC(=O)CSc2nnc(-c3ccc(F)cc3)o2)cc1	i	-5%	2%	-8%	1%	1%	-10%	/
32	COc1ccccc1Cc1nc(-c2ccncc2)no1	-6%	1%	0%	-1%	5%	0%	0%[46 µM]	/
33	COc1ccc(C2CC3(CC(C)(C)NC(=S)N3)Oc3cc(O)cc(C)c32)cc1 (stereo not drawn)	7%	0%	2%	6%	-2%	1%	?	-1%[1.84 µM]
34	O=[N+]([O-])c1ccc2nc(-c3ccncc3)[nH]c2c1	-8%	-11%	2%	-3%	-4%	-2%	/	/
35	CC1=CC(C)(C)N2C(=O)C3(N=C(N)NC(Nc4ccccc4)=N3)c3cc(C)cc1c32 (stereo not drawn)	-6%	17%	-9%	-5%	-4%	-5%	-6%	12%
36	N#Cc1c(-c2ccccc2)nc(SCC(=O)Nc2ccccc2F)[nH]c1=O	34%[activator]	?	0%	-2%	33%[activator]	-1%	-11%	-10%
37	COCCOC(=O)CSc1ncccc1-c1nc2cc(C)c(C)cc2[nH]1	-7%	?	?	2%	38%[activator]	0%	10%[9.22 µM]	16µM*
38	O=c1c(-c2ccnn2-c2ccc(F)cc2)cnc2n1CCS2	i	4%	-8%	-13%	-9%	0%	-4%	6%
39	CC(=O)OCc1c(C(F)(F)F)nn(C)c1Oc1cccc(C(F)(F)F)c1	8%	12%	0%	-3%	9%	-4%	-1%	-8%
40	CCOc1ccc(N/C=C/C(=O)c2ccccc2)c([N+](=O)[O-])c1	-10%	100%[activator]	3%	-11%	5%	5%	-6%	0.56µM*
41	NC(=O)c1sc2nc3c(c(-c4ccco4)c2c1N)CCC3	2%	-12%	-5%	-9%	1%	-4%	3%	13%
42	COCC(=O)N(Cc1cc2cc(OC)ccc2[nH]c1=O)c1ccccc1OC	11%	?	?	3%	4%	-1%	4%	-14%
43	Cc1ccc(S(=O)(=O)N2CCC(=O)N2)cc1	?	0%	7%	1%	-1%	-1%	4%	-29%
44	COc1ccccc1N1CCN(C(=S)Nc2ccc3nc(N4CCOCC4)cc(C)c3c2)CC1	4%	?	?	-4%	71%[activator]	-2%	-6%[9.22 µM]	-5%
45	CNS(=O)(=O)c1ccc(OC)c(-c2nnc3c4ccccc4c(C)nn23)c1	-9%	?	-14%	-6%&-1%	-12%	0%&-6%	14%	12%&-2%
46	O=C(Cc1ccccc1)NC(=S)Nc1cc(C(F)(F)F)ccc1Cl	-2%	-9%	-8%	6%	4%	0%	10%	?
47	C=CCn1c(=O)c(C(=O)Nc2ccccc2C(=O)OCC)c(O)c2ccccc21	-3%	?	?	-5%	-2%	-3%	0%	1%
48	CCn1cc(C(=O)N2CCc3ccccc3C2)c(=O)c2cc(S(=O)(=O)N3CCCCC3)ccc21	0%	?	-19%	-2%	-3%	-1%	0%	3%
49	COc1ccc(-c2nnc(SCC(=O)N(Cc3ccccc3)C(C)(C)C)o2)cc1OC	7%	?	1%	-9%	13%	-1%	?	-1%
50	O=C(/C=C/c1ccco1)Nc1ccccc1C(=O)O	/	-17%	?	-2%	-5%	-1%	11%[46 µM]	13µM*
51	COc1ccc(S(=O)(=O)N2CCC(C(=O)NCc3cccs3)CC2)cc1	-3%	-1%	6%	-4%	-14%	0%	-5%[46 µM]	/

Screening results deposited in PubChem by National Center for Advancing Translational Sciences (NCATS).
